LEDGF integ inh: blocks HIV-1 LEDGF/p75-dependent DNA integration. inhibition, % at 3.7 µM. TR-FRET IN-LEDGF/p75 DNA integration, Eu/Cy5. actives 0.64% (n = 370,000);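 active = inhibition above the screen-wide mean plus 3 SD, cut at about 13% in these data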;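 also: signal is the Cy5 over europium emission ratio at 671 and 618 nm; 0% = plate median of compound wells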
ABHD4 inh: inhibits mouse alpha/beta hydrolase domain 4; purified mABHD4, FP-Rh probe fluorescence polarization; inhibition, % at 8.92 µM; actives 0.54% (n = 370,000);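 active = inhibition exceeding the mean over every tested compound plus 3 SD, cut at about 30% in these data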;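 also: 0% = plate median of compound wells and 100% = S159A mutant with DMSO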
Target sequence (Q8VD66 whole entry, looked up, the tested form may be a part): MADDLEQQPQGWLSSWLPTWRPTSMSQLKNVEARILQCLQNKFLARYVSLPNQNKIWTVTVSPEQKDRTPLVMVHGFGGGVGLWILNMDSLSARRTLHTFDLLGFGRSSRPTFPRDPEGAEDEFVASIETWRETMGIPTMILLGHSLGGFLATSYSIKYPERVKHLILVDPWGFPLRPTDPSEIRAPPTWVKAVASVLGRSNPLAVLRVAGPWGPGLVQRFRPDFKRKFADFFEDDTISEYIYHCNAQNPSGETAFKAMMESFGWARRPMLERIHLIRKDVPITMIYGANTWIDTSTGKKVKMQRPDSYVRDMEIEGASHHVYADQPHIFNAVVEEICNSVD
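Assay system: Wild-type mouse ABHD4 protein | Medium: HEPES pH 7.0 buffer, 150 mM NaCl, 0.01% Pluronic F-127 | Incubation: Enzyme–compound pre-incubation 45 min, then probe 60 min, both 25 °C | Technique: Fluorescence polarization with parallel and perpendicular emission, 525/598 nm | Evaluation: % inhibition of FP-Rh probe binding versus controls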
HTRA1 inh: blocks human HTRA1 serine peptidase; Q92743; recombinant HTRA1, FP-rhodamine activity-based probe, fluorescence polarization; inhibition, % at 5.96 µM; actives 0.5% (n = 340,000); AID 504803; in the data active = inhibition above about 36%;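 also: 0% = enzyme with DMSO and 100% = wells lacking enzyme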
TCR-CD3 inh: human TCR-CD3 binding inhibition; TAMRA-labeled TCR probe fluorescence, biochemical; inhibition, % at 9.4 µM; actives 0.37% (n = 360,000); AID 651800; in the data active = inhibition above about 19%;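 also: recombinant mutant TCR 2C K166C tagged with TAMRA read by polarization; 0% = receptor in buffer alone and 100% = receptor with positive control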
UHRF1 binding: human UHRF1 methylated DNA binding inhibitors | Q96T88 | UHRF1 binding to methylated oligo, TR-FRET | inhibition, % at 4.4 µM | actives 0.75% (n = 370,000); in the data active = inhibition above about 21%;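 also: UHRF1 SRA domain binding a hemimethylated CpG hairpin DNA probe; 0% = median of test compound wells and 100% = reference inhibitor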
PRMT1 FP inh: inhibitors of human PRMT1 | AID 652257 | actives 1.3% (n = 370,000) | recombinant PRMT1, activity-based probe fluorescence polarization | inhibition, % at 2.79 µM;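 active = inhibition above about 21% made by adding two undisclosed values, limit read from the data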
Target sequence (Q99873 whole entry, looked up): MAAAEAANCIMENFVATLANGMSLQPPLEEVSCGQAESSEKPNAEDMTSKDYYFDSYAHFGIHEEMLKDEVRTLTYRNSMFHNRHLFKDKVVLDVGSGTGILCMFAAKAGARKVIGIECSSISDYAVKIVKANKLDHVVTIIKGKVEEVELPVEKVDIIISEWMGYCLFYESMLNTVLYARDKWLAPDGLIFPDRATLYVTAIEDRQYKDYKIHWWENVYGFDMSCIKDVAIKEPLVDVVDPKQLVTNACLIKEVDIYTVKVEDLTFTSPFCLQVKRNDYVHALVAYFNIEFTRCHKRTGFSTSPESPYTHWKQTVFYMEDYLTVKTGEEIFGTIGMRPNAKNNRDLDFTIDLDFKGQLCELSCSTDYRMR
TDP2 absorb: TDP2 (human) inhibition, absorbance primary screen | recombinant TDP2, T5PNP hydrolysis, p-nitrophenol absorbance 415 nm | O95551 | inhibition, % at 12.8 µM | actives 0.34% (n = 370,000) | AID 720702;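 active = inhibition above the mean of all tested compounds plus 3 SD, set per campaign, cut at about 25% in these data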;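 also: 0% = DMSO with enzyme and 100% = buffer with substrate but no TDP2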
Target sequence (O95551 whole entry, looked up): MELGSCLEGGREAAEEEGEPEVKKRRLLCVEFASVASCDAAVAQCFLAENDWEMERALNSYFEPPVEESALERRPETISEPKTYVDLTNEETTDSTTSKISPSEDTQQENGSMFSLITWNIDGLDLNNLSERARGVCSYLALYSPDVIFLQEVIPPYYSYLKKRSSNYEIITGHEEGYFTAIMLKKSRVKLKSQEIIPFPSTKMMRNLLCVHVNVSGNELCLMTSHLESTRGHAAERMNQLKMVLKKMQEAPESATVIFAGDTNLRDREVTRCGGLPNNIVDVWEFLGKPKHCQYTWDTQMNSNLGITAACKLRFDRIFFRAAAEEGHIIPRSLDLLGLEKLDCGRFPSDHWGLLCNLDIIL
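Read-out basis: percent inhibition. System: recombinant human TDP2. Buffer or medium: Mg2+-containing Tris-HCl buffer, pH 7.5. Repeats: single replicate. Timing: reaction 2 h, 37 °C. Benchmarks: high control without enzyme, low control DMSO plus TDP2. Probe or stimulus: 5 mM T5PNP. Doses: 12.8 µM only. Measured by: epi absorbance of p-nitrophenol freed from T5PNP by hydrolysis.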
PG9 Ab binder: binds the HIV-1 gp120 antibody PG9; TR-FRET gp120-PG9 antibody binding; inhibition, % at 6.7 µM; actives 0.43% (n = 360,000); in the data active = inhibition above about 8.5%
Tn7 DDE FP: DD(E)-Tn7 binding inhibition, primary FP screen; P02675; FP displacement of FITC-Tn7 peptide from fibrin DD(E); 0% = median of compound wells per plate; inhibition, % at 8.3 µM; actives 0.13% (n = 370,000);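 active = inhibition above the mean of compounds falling within the control limits plus 3 SD of them, cut at about 14% in these data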;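 also: 0% = plate median of compound wells and 100% = 10 µM Aha-Tn7 peptide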
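Assay system: Human fibrin DD(E) protein | Medium: Tris buffer with calcium and detergent, pH 7.8 | Reagent: 0.1 µM fluorescent Tn7 | Compound dosing: Single point at 8.3 µM | Times: 10 min preincubation, 3 h with tracer, room temperature | Detection: Fluorescence polarization of the labelled Tn7 tracer | Controls: Aha-Tn7 high control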
SIAE inh: inhibitors of human sialic acid acetylesterase SIAE | Q9HAT2 | SIAE FP-Rh probe binding, fluorescence polarization | inhibition, % at 9.66 µM | actives 0.69% (n = 370,000) | AID 1053197;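 active = inhibition above a cutoff: mean of compounds within the control limits plus 3 SD of those, cut at about 17% in these data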;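 also: 0% = plate median of compound wells and 100% = probe without SIAE protein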
* = called active by the depositor; nt = not tested or not shown; & = joins results of further samples.

Tn7 DDE FP,UHRF1 binding,SIAE inh,TCR-CD3 inh,ABHD4 inh,PG9 Ab binder,Structure,PRMT1 FP inh,LEDGF integ inh,TDP2 absorb,HTRA1 inh
0.1,3.2,-3.2,-4.9,-9.0,-0.2,COC(CNS(=O)(=O)c1ccc(Cl)cc1)c1ccccc1 (configuration not stated),1.1,4.5,-15.7,1.5
-1.3,5.7,-6.5,-3.4,-10.3,0.8,CCOn1c(=O)c(-c2ccc(Cl)cc2)[n+]([O-])c2ccccc21,3.6,-0.7,-3.6,-0.2
-4.5,-0.6,-1.9,-7.8,-17.0,-0.7,C=Cc1ccc(CN2CCCN(Cc3ccc(F)cc3)S2(=O)=O)cc1,-1.2,0.2,3.9,-24.7
-2.6,2.9,-5.8,4.4,-9.6,4.6,O=C(CSCc1c(Cl)cccc1Cl)Nc1ccccc1C(=O)N1CCOCC1,7.3,0.6,-2.1,-3.6
2.9,0.6,1.6,3.2,-3.9,-1.2,Cc1ccccc1NS(=O)(=O)c1ccc2c(c1)NC(=O)CO2,-0.1,1.9,2.8,0.9
-4.6,-0.1,1.5,2.8,-1.1,14.3*,Cc1sc2ncnc(N3CCC(C(=O)Nc4nnc(CC(C)C)s4)CC3)c2c1C,0.1,-1.4,-7.4,0.0
4.1,1.8,2.5,-3.3,0.1,2.5,Cc1cccc(NC(=O)COC(=O)c2ccccn2)c1,3.9,-0.3,-1.7,5.6
2.2,0.3,0.5,2.3,-5.0,0.4,CCC(=O)N1CCc2cc(S(=O)(=O)CCC(=O)Nc3ccc(F)c(F)c3)ccc21,3.3,0.8,10.2,-5.0
0.0,5.9,1.5,-5.7,7.9,1.8,Cc1nnc(NC(=O)Cc2cccs2)s1,0.3,0.7,-4.3,2.4
2.4,-0.6,5.9,7.5,-0.8,0.5,O=C(c1cccc(S(=O)(=O)N2CCOCC2)c1)N(Cc1nnc(-c2ccccc2Cl)o1)C1CC1,-0.7,3.7,10.2,4.6
-2.8,-0.7,-3.7,-1.9,4.2,-1.9,Cc1cc(C)nc(NC(=O)/C=C/c2ccc3c(c2)OCO3)c1,0.6,0.2,-7.1,-17.7
3.3,-0.1,0.9,1.2,-1.1,0.5,O=[N+]([O-])c1ccc(-c2nnc(-c3ccccc3)c(N3CCOCC3)n2)cc1,-1.1,-3.2,-8.0,4.1
0.4,-0.9,-8.0,4.1,-6.8,3.8,Cc1cccc(C(=O)Nc2nnc(S(=O)(=O)N3CCC(C)CC3)s2)c1,-1.9,1.3,7.8,-13.7
-1.3,5.9,14.4,nt,1.6,nt,COc1ccc(S[C@]2(C(=O)N3CCCC3)CC(=O)N(C(=O)c3ccccc3)[C@@H]2c2ccc(OC)cc2)cc1,73.7*,2.0,-18.5,nt
1.4,5.4,-1.5,0.1,1.8,1.4,CCCC(=O)NC(=S)Nc1c(C)cc(Br)cc1C,1.6,6.0,-3.7,-9.3
3.0,-1.0,-4.6,-3.4,-1.7,1.0,Cc1cn([C@H]2C[C@H](O)[C@@H](/C=C/C(=O)NCc3ccco3)O2)c(=O)[nH]c1=O,-0.1,1.3,-8.2,nt
0.3,5.5,-3.1,-10.2,-5.9,-2.5,CN1C(=O)[C@@](O)(c2cn(C)c3ccccc23)c2cc(F)ccc21,-0.5,1.5,-15.6,nt
3.4,1.1,8.3,6.2,15.4,-0.8,S=C(NCc1ccccc1)NNc1nc2ccccc2[nH]1,39.4*,-2.1,0.9,9.8
-0.3,1.1,1.9,0.0,0.4,0.8,CC1CC(C)CN(S(=O)(=O)c2ccc(C(=O)N3CC(C)OC(C)C3)cc2)C1 (configuration not stated),0.8,0.5,5.1,-8.7
-1.3,-1.9,4.1,-1.7,1.1,-0.6,COc1ccccc1OCCNc1cc(N2CCCCC2)ccc1[N+](=O)[O-],-3.4,-3.3,-2.0,-27.4
-7.7,14.3,-14.0,-6.4,-22.4,-2.3,Cc1cc(N2CCC(C(=O)Nc3ccc(F)cc3)CC2)nc(-c2ccccc2)n1,-1.7,1.9,3.5,-39.5
-3.2,-1.0,3.6,-5.2,-6.9,-2.4,O=C(CSc1ccccc1)Nc1cccc(S(=O)(=O)N2CCCCC2)c1,-5.2,-1.6,-0.6,-21.3
-7.8,-0.3,-7.3,-0.4,7.4,-1.6,N#Cc1c(-c2ccco2)ccn(Cc2ccc(F)cc2)c1=O,-0.9,5.4,-1.4,0.8
-0.7,0.9,8.0,4.6,6.1,0.2,c1ccc(CN2CCN(c3ncnc4nc[nH]c34)CC2)cc1,2.8,-2.8,3.6,0.3
-1.9,-1.6,6.2,8.1,-0.4,-2.8,COc1ccc(CCNC(=S)Nc2cccc(C)c2C)cc1,-3.8,-1.9,-2.2,-3.5
4.0,1.5,3.9,-0.8,-3.1,0.4,COc1ccc(NC(=O)c2cccnc2Nc2ccc(OC)cc2)cc1,-2.4,0.4,0.4,-19.1
6.8,0.3,-1.5,-4.7,-0.8,-0.2,O=C(OCC(=O)N1CCCCCC1)c1ccccc1Br,-3.5,1.8,1.5,2.5
-2.1,-1.3,-3.0,8.5,-1.9,0.8,Cc1cc(C)c2[nH]c(C(=O)N3CCC(n4nccc4NC(=O)C4CC4)CC3)c(C)c2c1,-1.9,4.5,3.5,-3.1
1.9,0.3,8.4,2.3,-4.0,-2.3,CCC(C)(C(=O)NC1CCCCC1)N(C(=O)c1cnccn1)c1c(C)n(C)n(-c2ccccc2)c1=O (configuration not stated),-3.5,0.1,-2.2,-4.0
-4.0,3.7,-0.2,-4.7,-10.1,0.6,CC(C)(C)n1nnnc1CN1CCC(NC(=O)NC2CCCCC2)CC1,0.6,4.4,6.2,-0.5
3.4,-0.3,-50.6,-0.4,-45.4,-1.6,CCOC(=O)c1ccc(NC(=O)Cn2nnc(-c3ccccc3C)n2)cc1,-0.1,-4.2,-9.8,-64.8
-1.2,-0.8,-3.2,6.5,1.2,0.8,COc1ccc(S(=O)(=O)Nc2cccc3c2O[C@H](CN(C)C(=O)NC(C)C)[C@@H](C)CN([C@H](C)CO)C3=O)cc1,-0.8,-1.8,-11.2,-9.6
7.8,-1.1,7.7,4.1,2.0,-0.8,CCN(CC)S(=O)(=O)c1ccc(C(=O)N2CCN=C2SCc2cccnc2)cc1,10.9,-1.1,4.3,0.9
-6.0,-1.4,2.1,-2.8,1.9,-2.9,O=C1C=C(c2ccc(-c3ccccc3)c(F)c2)C[C@@H](c2ccc(Cl)cc2)C1,0.1,-0.6,2.2,-4.8
5.2,-0.3,-8.7,-9.4,-6.3,1.4,CCOC(=O)c1[nH]c2cc3c(cc2c1NC(=O)CN1CCC(C)CC1)OCO3,4.6,-3.7,2.3,3.2
-2.0,0.5,-8.5,-4.5,8.5,0.3,O=C(NCCc1ccccc1)C1=CCN(S(=O)(=O)c2ccccc2)CC1,4.1,-0.7,-6.0,5.7
-6.1,12.4,3.1,nt,3.6,nt,COC(=O)C1CN(Cc2cn(CCC3OCCO3)nn2)CCS(=O)(=O)N1Cc1ccc(OC)cc1 (configuration not stated),0.3,4.6,-6.3,nt
-1.2,0.0,2.1,-5.0,-1.9,0.4,COc1cc(O)c(C(CCN2CCCC2)c2cc(OC)c(OC)c(OC)c2)c(OC)c1 (configuration not stated),1.1,1.0,-11.8,-4.1
-2.2,1.4,-1.2,3.2,-8.8,-0.9,Nc1[nH]c(=O)ncc1-c1ccc([N+](=O)[O-])cc1,-3.2,3.5,-1.7,nt
1.2,2.2,-3.0,0.1,3.2,-0.5,CC(C)(C)NC(=O)CSc1ncccc1-c1nc2ccccc2[nH]1,5.2,1.6,-11.9,3.2
-4.9,-4.9,-6.2,-4.0,8.4,-14.9,Cc1cc(=O)n2[nH]c(N)c(N=Nc3ccccc3F)c2n1,4.2,-10.7,-24.2,3.7
4.9,-4.3,-0.9,2.3,0.4,-0.6,CCc1cc2c(N[C@@H](Cc3c[nH]c4ccccc34)C(=O)O)ncnc2s1,-1.1,1.0,-2.2,0.1
4.2&3.7,-20.4&-25.6,5.2&5.4,nt,7.2&14.8,nt,O=C(Nc1sc2c(c1-c1nc3ccccc3s1)CCNC2)C(F)F,5.1&12.4,-0.3&0.0,10.0&-5.1,nt
-1.0,-0.9,-11.1,5.8,-20.7,-2.2,Cc1nnsc1-c1nc2ccccc2n1C(CCc1ccccc1)c1nc2ccccc2[nH]1 (configuration not stated),-0.3,-2.8,-2.8,nt
0.7,1.5,1.1,2.2,-3.9,1.4,C[C@H](CO)N1C[C@H](C)[C@@H](CN(C)Cc2ccncc2)Oc2c(NC(=O)Cc3ccccc3)cccc2C1=O,-3.4,-2.2,3.5,-2.7
4.7,3.7,-0.7,-4.6,-6.0,2.2,Cc1n[nH]c(C)c1S(=O)(=O)N1CCN(C2CCCCC2)CC1,0.0,1.0,-0.6,5.4
9.5,0.8,6.5,3.9,-16.7,-0.3,CCCNC(=O)c1ccc2c(c1)C1C3CCC(C3)C1C(c1ccccc1)N2 (configuration not stated),0.4,-1.7,-0.1,-20.1
-2.1,-8.7,0.7,2.1,-3.1,0.2,COc1ccc2cc(C(=O)NCc3ccco3)c(=Nc3ccc(C(=O)O)cc3)oc2c1,1.2,-0.7,10.1,-4.7
8.3,1.2,-3.3,0.3,-6.4,0.8,CC(NC(C)c1ccccc1Cl)C(=O)Nc1cccc(S(=O)(=O)N2CCCCC2)c1 (configuration not stated),-0.6,1.6,-17.3,-11.4
-1.3,0.2,-4.0,-7.5,12.3,0.1,COc1ccc(S(=O)(=O)Nc2cccc(N(C)S(C)(=O)=O)c2)cc1Br,2.1,1.3,1.0,-8.4
-2.9,-0.1,4.5,-7.2,4.1,-2.0,O=C(Cc1ccc([N+](=O)[O-])cc1)N/N=C/c1cccs1,1.4,-0.3,-3.8,-7.2
3.5,-0.3,-3.9,2.0,-2.9,-2.7,CC(C)(C)c1ccccc1OCC(O)CN1CCN(c2ccccn2)CC1 (configuration not stated),-0.2,3.2,-41.0,-3.3
-0.4,-1.8,13.7,7.1,40.9*,-0.7,CC(C)N=c1scc(-c2cccs2)n1/N=C/c1ccc(O)c(O)c1O,9.9,4.4,-8.6,57.0*

Complete entries, looked up by structure:
CCOC(=O)c1[nH]c2cc3c(cc2c1NC(=O)CN1CCC(C)CC1)OCO3 across the screens: Tn7 DDE FP = 5.2; UHRF1 binding = -0.3; SIAE inh = -8.7; TCR-CD3 inh = -9.4; ABHD4 inh = -6.3; PG9 Ab binder = 1.4; PRMT1 FP inh = 4.6; LEDGF integ inh = -3.7; TDP2 absorb = 2.3; HTRA1 inh = 3.2
COc1ccc(S(=O)(=O)Nc2cccc(N(C)S(C)(=O)=O)c2)cc1Br across the screens: Tn7 DDE FP = -1.3; UHRF1 binding = 0.2; SIAE inh = -4.0; TCR-CD3 inh = -7.5; ABHD4 inh = 12.3; PG9 Ab binder = 0.1; PRMT1 FP inh = 2.1; LEDGF integ inh = 1.3; TDP2 absorb = 1.0; HTRA1 inh = -8.4

Source: PubChem BioAssay (The Scripps Research Institute Molecular Screening Center)
